From PubChem
Autophagy HCS – modulators of autophagy; MEF GFP-LC3 puncta imaging; test concentration mostly 10 µM; AID 463193; calls only at 10 µM (by protocol); hit rate 0.98% among 190,000;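 active means percentage of spot-positive cells more than 3 SD above its plate mean, without a fluorescence outlier flag or 80% toxicity; inconclusive means no clear call, values can overlap the other calls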;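 further: spot-positive cell cutoff set from DMSO-treated cells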
WT yeast gro inh – growth inhibition of WT yeast, mitochondrial fusion screen. mitochondrial fusion phenotypic screen, WT strain. inhibition, % at 10 µM. hit rate 2.1% among 190,000. AID 1362; in the data active means inhibition above about 58%; tested in S. cerevisiae
Yfh1-depleted yeast – mitochondrial function rescue without frataxin homolog – Friedreich's ataxia, plus single-dose screen, dose response (AID 1465); S. cerevisiae Yfh1-off respiration, WST-1 reduction, 72 h; higher fold induction means a stronger effect; hit rate 0.074% among 220,000; fold induction at 50 µM; hits with a dose series show EC50 in µM;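 active means fold induction of absorbance versus untreated yeast above a set limit, then at least 30% activation at any dose in follow-up; inconclusive means repeats straddling the limit, or above it without dose testing; inactive means fold induction below the set limit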;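 further: activators that raise dye reduction in frataxin-depleted yeast; strong numbers were not always called active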
AID2073 – inhibitors of Mint1-CaV2.2 protein interaction, biochemical, HTRF (AID 2073); HTRF protein-protein interaction, Mint1-CaV2.2; higher % means a stronger effect; hit rate 0.19% among 290,000; inhibition, % at 20 µM; hits with a dose series show IC50 in µM; in the data active means inhibition mostly above about 51%, no sharp cut-off; inconclusive means no clear call, values can overlap the other calls; inactive means mostly below about 53%; further: some results filed as inactive read as strong as hits
MT stabilize HCS – stabilizes microtubules in HeLa cells; % tubulin-high responders, % at 10 µM; hit rate 0.83% among 200,000; HeLa tubulin immunostaining HCS, 24 h; share of cells brighter than vehicle mean+2SD;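 active means plate Z-score above 3 for both tubulin-high and condensed-nucleus cell shares, with cell loss under 80%, at 10 µM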;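 further: anti alpha tubulin signal scored within the nucleus-defined area of each cell; some results filed as inactive read as strong as hits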
b-catenin transl – beta-catenin nuclear translocation modulation; HeLa beta-catenin nuclear translocation, immunofluorescence imaging; hit rate 0.3% among 190,000; AID 1665; nuclear translocation activity, % at 5 µM;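 active means nuclear translocation activity above 50% at 5 µM, with a well cell count of 50 or more; inconclusive means wells under 50 cells across six images, flagged as toxic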;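 further: per-cell ratio of nuclear to cytoplasmic median beta-catenin stain intensity; plate controls were DMSO negative control for no effect and GSK-3 inhibitor IX positive control for full effect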
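Test system: HeLa cells, endogenous beta-catenin; Compound: single 5 µM dose plus 0.02–20 µM confirmation series; Times: compound exposure 24 h at 37°C; Signal: fluorescence imaging of beta-catenin antibody stain plus DAPI; Read-out: % activation, nuclear-to-cytoplasmic median beta-catenin signal ratio per cell.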
Dynein cargo inh – dynein cargo transport inhibition; AID 1381; 3617.4 mouse cells, GR-EGFP nuclear translocation imaging; test concentration mostly 20 µM; stimulated with dexamethasone, 1 µM; hits give low values; z-score, hits read low; hit rate 0.47% among 220,000;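 active means plate z-score of nuclear minus cytoplasmic receptor signal below a set negative limit, without overly bright fluorescence or cell loss, cut at about -3.5 in these data, passing the limit was not always enough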;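 further: z-score of nuclear minus cytoplasmic ring GR-EGFP intensity difference per well; some compounds called inactive have numbers as strong as hits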
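Also added: dexamethasone, 1.0 µM final. Medium: tet-free, stripped-serum medium. Detection: fixed, Hoechst-stained cells imaged at 10x for EGFP. Read-out: nuclear-to-cytoplasmic GR-EGFP distribution per well. Times: induction 48 h, compound 1 h, agonist 30 min.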
Insulin prom up – MIN6 insulin promoter up-regulation. MIN6 insulin promoter-GFP reporter, high-content imaging; hits give high values. z-score at 5 µM. hit rate 0.3% among 190,000. AID 1625;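 active means z-score above 3 at 5 µM with at least 500 cells counted in the well; inconclusive means wells under 500 cells, flagged as cytotoxic or low count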
HIV peptide binding – cell-free HIV fusion peptide-binding blockers – biochemical, uHTS, fluorescence dequenching, primary screen (AID 1986) | cell-free peptide binding, fluorescence dequenching, 30 min; higher % means a stronger effect | inhibition, % at 20 µM; hits with a dose series show IC50 in µM | hit rate 0.3% among 290,000; in the data active means inhibition mostly above about 52%, no sharp cut-off; inactive means mostly below about 76%; further: some results filed as inactive read as strong as hits
WT yeast gro inh mutant strain – further read-out of WT yeast gro inh, marked with its call; inhibition, %; mitochondrial fusion phenotypic screen, mutant strain inhibition
Dynein cargo inh cytoplasmic EGFP – also measured in Dynein cargo inh; calls as there; z-score; measured here: cytoplasmic GR-EGFP intensity; hits give high values
Dynein cargo inh nuclear GR-EGFP – second read-out of Dynein cargo inh, no call of its own (marks repeat the call); z-score; measured here: nuclear GR-EGFP intensity;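 lower value marks the stronger effect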
Dynein cargo inh cell count – also measured in Dynein cargo inh; calls as there; z-score; measured here: cell count per field
Insulin prom up cell count – second read-out of Insulin prom up, no call of its own (marks repeat the call); cell count; measured here: cytotoxicity, nuclei count;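 total cells summed across four imaged fields per well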
b-catenin transl cell count 5 µM – recorded beside b-catenin transl, whose call it bears; cell count; measured here: cell count, cytotoxicity flag
MT stabilize HCS Hoechst-high % – second read-out of MT stabilize HCS, no call of its own (marks repeat the call); % Hoechst-high responders; measured here: nuclear condensation Hoechst responders;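 share of cells brighter than vehicle mean plus two SD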
MT stabilize HCS cytotoxicity % – further read-out of MT stabilize HCS, marked with its call; toxicity, %; measured here: cytotoxicity by cell density;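 0% = mean cell density of plate MIN control wells and 100% = no cells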
Autophagy HCS cell loss 18 h – further read-out of Autophagy HCS, marked with its call; toxicity, %; measured here: cell loss, nuclei count;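 cell loss after 18 h compound exposure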
Starred values were filed as active, the others as inactive; i = inactive; ? = inconclusive; nt = no result given.

Results follow in this order: Autophagy HCS	Autophagy HCS cell loss 18 h	WT yeast gro inh	WT yeast gro inh mutant strain	Yfh1-depleted yeast	AID2073	MT stabilize HCS	MT stabilize HCS Hoechst-high %	MT stabilize HCS cytotoxicity %	b-catenin transl	b-catenin transl cell count 5 µM	Dynein cargo inh	Dynein cargo inh cytoplasmic EGFP	Dynein cargo inh nuclear GR-EGFP	Dynein cargo inh cell count	Insulin prom up	Insulin prom up cell count	HIV peptide binding
1) CCC1CCCCN1C(=O)c1nn2cccnc2c1Cl (stereo not drawn)
 : i	-1	13	14	i	2%	2.6	2.7	5.9	-2.1	1116	-0.3	-0.14	-0.35	-0.6	0.23	1309	0.3%
2) O=C(Nc1ccc(Oc2cccc(C(F)(F)F)c2)nc1)c1ccccc1
 : nt	nt	nt	nt	i	-2%	nt	nt	nt	-5.1	1158	-0.25	-0.25	-0.24	0.24	0.77	1359	-0.1%
3) CCC1Oc2ccc(C)cc2N(Cc2cccc(C)c2)C1=O (stereo not drawn)
 : i	-9	24	-2	i	1%	4.4	2.1	7.5	-1.3	706	-0.19	-0.22	0.16	0.64	1.6	1228	4.7%
4) CC1(C)NC(=O)N(CC(O)CN(Cc2ccccc2)Cc2ccccc2)C1=O (stereo not drawn)
 : i	-11	-7	0	i	-5%	1.7	2.3	13	0.2	1086	-0.31	-0.26	0.1	0.066	-0.22	1521	0.1%
5) O=C(Nc1cccc2nsnc12)c1ccc2c(c1)OCO2
 : i	7	-12	-11	i	6%	2.3	2.0	5.3	-2.7	1379	-0.26	-0.082	0.09	-0.0076	-0.64	1423	-3.2%
6) Cc1cccc(N2C(=O)CC(Sc3nnc(C)s3)C2=O)c1 (stereo not drawn)
 : i	-13	37	31	i	6%	2.8	2.4	4.8	-1.7	1164	-0.86	0.88	-1.3	0.74	0.24	1189	-0.7%
7) C=CCn1c(SCn2nnc3ccccc3c2=O)nnc1-c1ccc(Cl)cc1
 : i	0	30	3	i	-13%	2.5	3.4	7.0	-8.1	1024	1	-0.23	0.56	-0.67	-1.1	1348	-0.6%
8) CCc1ccc2nc(NC(=O)c3ccc4c(=O)[nH]c(CN5CCOCC5)nc4c3)sc2c1
 : i	-10	7	3	i	6.6µM*	2.4	1.9	0.1	2.2	1099	-0.49	-0.21	-0.13	0.29	0.61	854	0.7%
9) O=c1ccc(Cc2ccccn2)n[nH]1
 : i	20	-19	2	i	-4%	1.3	1.3	9.0	-8.8	1081	0.09	0.011	0.44	-0.65	nt	nt	0.7%
10) COc1ccc(C(=O)/C=C/Nc2ccc(NC(C)=O)cc2)cc1OC
 : i	13	5	15	i	7%	3.2	2.0	6.1	nt	nt	0.7	-0.2	-0.012	0.56	nt	nt	-0.4%
11) CCCCNC(C(=O)Nc1ccc(Cl)c([N+](=O)[O-])c1)c1ccccc1 (stereo not drawn)
 : i	1	24	-6	i	-8%	2.2	2.0	2.6	1.5	1101	1.1	-0.15	0.75	-1.4	-0.33	1392	-2.1%
12) O=C1NCCN/C1=C\C(=O)c1ccc(Cl)cc1
 : nt	nt	nt	nt	i	15%	nt	nt	nt	0.0	1006	0.51	-0.27	0.028	0.71	-0.91	1391	-1.7%
13) CC(C)(C)c1csc(CS(=O)(=O)c2ccccn2)n1
 : nt	nt	nt	nt	i	6%	nt	nt	nt	-0.8	1276	1.4	-0.16	0.83	-0.9	nt	nt	0.2%
14) COc1ccc(S(=O)(=O)NCc2cccs2)cc1
 : i	-3	-14	-28	i	14%	2.9	1.3	4.8	nt	nt	0.9	-0.2	0.46	-0.44	-0.27	797	-0.7%
15) Oc1cccc(C(=S)N2CCCCC2)c1
 : i	7	-6	16	i	-28%	3.0	2.2	4.6	0.9	1512	-0.62	-0.28	-0.18	0.51	0.07	1358	0.8%
16) COc1ccccc1-c1nc2cc3ccccc3cc2nc1-c1ccccc1OC
 : i	2	14	-1	i	27%	2.8	1.8	4.1	-0.2	1106	-0.78	-0.16	-0.51	-0.13	-0.31	1478	-0.5%
17) CCCc1nc2c(c(=O)c3ccccc3n2C)c(=O)n1-c1ccc(F)cc1
 : i	-9	-10	-10	i	-2%	2.0	3.6	7.3	-0.6	584	-0.73	-0.3	-0.64	0.96	-0.19	1213	-1.3%
18) N#C/C(=C\c1ccc([N+](=O)[O-])cc1)c1nc(C2CC2)cs1
 : i	6	3	0	i	9%	2.9	1.8	4.1	3.4	1059	-0.86	5	0.89	0.35	0.28	1334	19%
19) Cc1ccc2c(c1)NC(=O)CC(c1ccccc1)=N2
 : i	1	-6	-4	i	-2%	3.9	2.2	3.2	1.0	478	1.4	-0.14	0.56	-1.4	1.4	1207	-3.8%
20) CC1(C)Cc2ccccc2C(=NCCCC(=O)O)N1
 : i	-5	2	-16	i	2%	1.9	2.2	7.3	0.0	1029	1.6	-0.22	0.78	0.046	0.75	1224	1.2%
21) O=C(O)COc1ccccc1/C=N/NC(=O)CSc1nc2ccccc2n1Cc1ccccc1
 : nt	nt	nt	nt	i	30%	nt	nt	nt	0.8	1312	-0.26	-0.2	0.23	0.31	-0.22	1081	9.5%
22) Cc1c(Nc2ccc3nonc3c2[N+](=O)[O-])c(=O)n(-c2ccccc2)n1C
 : i	4	2	27	i	6%	2.0	2.1	7.6	nt	nt	-0.42	-0.097	-0.43	0.02	nt	nt	0.3%
23) Cc1ccc(-c2noc(CCC(=O)Nc3ccc(C)cn3)n2)cc1
 : i	-11	14	4	i	14%	4.7	3.3	1.1	-1.6	1143	-1.2	-0.19	-0.65	1	0.92	1041	0.9%
24) COC(=O)c1ccccc1NC(=O)C1CCN(S(=O)(=O)c2cc(C)ccc2OC)CC1
 : i	1	-9	-5	i	4%	2.5	0.4	49	-1.2	1087	0.66	-0.15	0.96	-0.62	-2	1229	-0.3%
25) COc1cccc(N=Cc2nc(-c3ccccc3)oc2OC(C)=O)c1
 : nt	nt	nt	nt	i	-14%	nt	nt	nt	0.6	1392	-2.7	0.15	-1.4	0.63	-0.17	1103	2.5%
26) Cc1nc(SC2CC(=O)N(c3ccccc3)C2=O)nc2c1CCCC2 (stereo not drawn)
 : i	11	-3	17	i	-25%	4.7	2.3	4.9	-6.8	1173	-0.33	-0.49	-0.062	1.3	-0.49	1310	0.8%
27) C=CCn1c(CSc2nc3ccccc3s2)nnc1SCC(=O)NCc1ccco1
 : i	3	17	3	i	-5%	3.0	1.4	7.5	-4.2	996	-1.2	0.25	-0.41	0.93	0.55	1455	2.6%
28) S=C(NC1CCCCC1)N1CCN(c2ncccn2)CC1
 : i	13	17	20	i	-29%	3.7	0.8	2.3	2.8	963	-0.22	-0.14	0.17	-0.49	0.56	1396	-0.2%
29) CC1(C)C(=O)Nc2ccccc2N1C(=O)CN1C(=O)NC(CCc2ccccc2)C1=O (stereo not drawn)
 : i	4	-12	-2	i	26%	3.8	2.8	11	4.0	1058	-0.85	-0.33	-0.34	1.3	0.3	1343	-2.1%
30) COC(=O)C1=NN(c2ccc(Cl)cc2)C2C(=O)N(c3ccccc3OC)C(=O)C12 (stereo not drawn)
 : i	16	19	23	i	47%	4.4	1.9	2.6	-0.7	906	0.44	-0.24	0.33	0.08	-0.54	1354	1.0%
31) COc1cc(O)c(C(CCN2CCCC(C)C2)c2ccc(N(C)C)cc2)c(OC)c1 (stereo not drawn)
 : nt	nt	nt	nt	i	0%	nt	nt	nt	-1.5	1122	-0.3	-0.75	-0.052	0.1	0.38	764	2.7%
32) O=C(CSc1nc2ccccc2[nH]1)N=Nc1c(O)[nH]c2ccccc12
 : i	-1	-4	0	i	1%	4.0	2.9	4.7	-0.5	1066	2.1	-0.041	1.4	-1.9	0.14	1355	-1.3%
33) CC(=O)N1CCC2(CC1)CC(=O)c1cc(OCC(=O)N3CCOCC3)ccc1O2
 : i	21	7	-1	i	48%	3.0	1.4	6.8	nt	nt	-0.51	-0.3	-0.31	0.62	0.01	1210	1.5%
34) CN(C(=O)c1ccno1)c1nnc(-c2cnccn2)s1
 : i	-1	0	-14	i	-6%	2.1	0.8	3.7	0.0	1083	-0.13	0.14	0.24	1.1	-0.1	1761	-0.6%
35) O=C(Nc1cccc(S(=O)(=O)N2CCCCCC2)c1)c1ccc2ccccc2n1
 : i	10	38	14	i	?	6.3	2.1	0.9	-4.0	1173	0.68	-0.33	0.16	0.62	0.7	1477	6.8%
36) Cc1[nH]c2c(ccc3ccccc32)c1C1C(CCN)C1(C)C (stereo not drawn)
 : i	-11	35	23	i	5%	4.0	0.4	12	2.6	1113	10	3.4	5.6	-4.4	-0.26	647	-1.8%
37) Cc1sc2nc(SCC(=O)NCc3ccco3)n(-c3ccccc3)c(=O)c2c1C
 : i	27	19	-1	i	4%	1.5	2.3	12	1.3	1124	0.22	0.023	0.19	-0.17	nt	nt	2.8%
38) COc1cccc(-n2nnc3c(=O)n(CC(=O)OCc4ccccc4)cnc32)c1
 : i	-1	12	9	i	16%	2.7	1.9	5.6	5.6	939	-0.78	-0.15	-0.14	0.66	nt	nt	1.6%
39) CC(=O)Nc1ccc(/C=N/NC(=O)c2cc(-c3ccco3)nc3ccccc23)cc1
 : nt	nt	nt	nt	i	8%	nt	nt	nt	-3.2	1213	0.3	-0.23	0.098	0.039	0.46	1472	4.4%
40) Brc1ccc(-c2cn3ccccc3n2)s1
 : i	-33	26	29	i	0%	3.7	2.4	0.6	-3.8	1169	0.36	0.12	0.058	0.76	-0.35	857	-0.7%
41) Cc1ccc2sc(NNC(=O)C3COc4ccccc4O3)nc2c1C (stereo not drawn)
 : i	4	67*	65*	nt	-1%	3.9	3.9	9.4	1.7	537	-1.2	-0.17	0.28	0.47	0.83	1357	2.0%
